tim23-1 inh: inhibits growth of tim23-1 mutant yeast; 330,000 tested, 1.3% active; S. cerevisiae tim23-1 growth, BacTiter-Glo luminescence, 24 h; inhibition, % at 20 µM;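 active = growth inhibition of the mutant yeast at or above 50%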;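 note: temperature-sensitive mutant grown at 25 °C; plate controls were DMSO-treated mutant yeast for no effect and medium wells lacking yeast for full effect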
Mdm2 MdmX PPI: disrupts the human Mdm2-MdmX interaction. O15151+Q00987. SaOS-2 split-luciferase Mdm2/MdmX complementation, luminescence. inhibition, % at 8 µM. 330,000 tested, 3% active. AID 485346;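 active = inhibition of at least 50% at 8 µM in the primary screen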
Target sequence (O15151 whole entry, looked up): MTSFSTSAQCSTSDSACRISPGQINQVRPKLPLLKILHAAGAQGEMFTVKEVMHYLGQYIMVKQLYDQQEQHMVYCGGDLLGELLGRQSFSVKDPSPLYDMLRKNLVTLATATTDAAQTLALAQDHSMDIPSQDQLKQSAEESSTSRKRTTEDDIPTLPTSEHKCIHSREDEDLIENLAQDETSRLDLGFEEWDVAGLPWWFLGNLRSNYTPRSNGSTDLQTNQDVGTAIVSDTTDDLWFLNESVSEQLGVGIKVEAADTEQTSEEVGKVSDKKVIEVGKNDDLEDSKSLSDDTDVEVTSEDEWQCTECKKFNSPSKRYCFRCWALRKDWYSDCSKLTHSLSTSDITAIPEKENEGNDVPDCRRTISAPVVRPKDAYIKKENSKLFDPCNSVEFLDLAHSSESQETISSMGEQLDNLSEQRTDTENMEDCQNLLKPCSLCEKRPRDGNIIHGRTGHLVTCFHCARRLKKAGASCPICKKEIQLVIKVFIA
Target sequence (Q00987 whole entry, looked up): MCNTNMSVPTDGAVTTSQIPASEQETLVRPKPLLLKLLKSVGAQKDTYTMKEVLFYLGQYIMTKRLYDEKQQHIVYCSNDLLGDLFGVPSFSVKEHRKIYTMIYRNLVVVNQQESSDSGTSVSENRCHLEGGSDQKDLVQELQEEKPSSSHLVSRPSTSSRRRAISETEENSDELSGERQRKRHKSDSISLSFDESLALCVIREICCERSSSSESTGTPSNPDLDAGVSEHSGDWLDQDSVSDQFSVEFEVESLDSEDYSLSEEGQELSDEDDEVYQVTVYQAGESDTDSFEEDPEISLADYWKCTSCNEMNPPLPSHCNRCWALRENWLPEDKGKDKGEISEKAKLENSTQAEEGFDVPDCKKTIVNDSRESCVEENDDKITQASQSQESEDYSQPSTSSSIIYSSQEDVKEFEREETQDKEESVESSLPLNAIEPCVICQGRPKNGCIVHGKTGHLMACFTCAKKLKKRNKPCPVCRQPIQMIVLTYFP
tim10-1 inh: growth inhibitors of tim10-1 mutant yeast | AID 463190 | 330,000 tested, 2.2% active | S. cerevisiae tim10-1 ts strain growth, BacTiter-Glo, 24 h | inhibition, % at 20 µM;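 active = inhibition of at least 40%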;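 note: mutant grown at 25 °C; 0% = DMSO wells with yeast and 100% = wells holding no yeast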
TIM10 inh: inhibits growth of TIM10 yeast strain; AID 463195; 330,000 tested, 1.4% active; inhibition, % at 10 µM; S. cerevisiae TIM10 strain growth, BacTiter-Glo luminescence, 24 h;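 active = inhibition of 40% or more at the single tested concentration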;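 note: wild-type TIM10 isogenic control strain grown at permissive 25 °C; 0% = DMSO yeast wells and 100% = minimal medium wells without yeast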
APJ antag: APJ receptor antagonism | P35414 | CHO-K1 APJ beta-arrestin complementation, luminescence | inhibition, % at 20 µM | 330,000 tested, 0.32% active | AID 2521;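 active = inhibition above about 40% at 20 µM, limit read from the data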;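 note: cells challenged with 10 nM apelin-13 agonist together with compound; plate controls were apelin-13 plus DMSO wells for no effect and DMSO wells lacking apelin-13 for full effect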
APJ ag: agonists of human APJ apelin receptor; CHO-K1 APJ PathHunter beta-arrestin, luminescence; 0% DMSO wells, 100% apelin; activation, % at 20 µM; 330,000 tested, 0.11% active;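 active = activation more than six SD over the plate average, tested at 20 µM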;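 note: 0% = DMSO alone and 100% = apelin-13 at 10 nM; some results filed as inactive read as strong as hits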
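Test system: CHO-K1 APJ beta-arrestin complementation cell line | Compound: Single test compound dose, 20 µM final, 1% DMSO | Incubation: Compound 90 min 25 °C, reagent 1 h | Measured by: beta-gal luminescence | Read-out basis: APJ–arrestin association signal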
UPR CHOP act: activators of apoptotic arm of unfolded protein response (CHOP). CHO-CHOP luciferase reporter, UPR activation, luminescence; percent of tunicamycin response over DMSO baseline. activation, % at 10 µM. 330,000 tested, 0.34% active. AID 449763;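 active = at 10 µM dose, activation of 40% or more, normalized to positive control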;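 note: 100% = tunicamycin at 10 µg/mL and 0% = DMSO alone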
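System: CHO-CHOP luciferase reporter cell line; amount: 500 cells/well; buffer or medium: F12 medium containing 10% fetal bovine serum; incubation: 6 h compound exposure at 37 °C after overnight seeding; measured by: luciferase luminescence after 10 min with Steady-Glo reagent; evaluation: % reporter activation, DMSO baseline versus tunicamycin full activation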
XBP1 UPR activ: adaptive UPR (XBP1) activation; CHO-XBP1 luciferase reporter, IRE1-XBP1 UPR activation, luminescence; percent of tunicamycin response, DMSO as zero; AID 463104; activation, % at 20 µM; 330,000 tested, 0.33% active;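 active = versus positive control, 20 µM dose yields 30% or more activation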;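 note: 100% = tunicamycin at 10 µg/mL and 0% = DMSO only wells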
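Material: CHO-XBP1 cells stably carrying IRE1-XBP1-driven luciferase reporter / Amount: 1000 cells per well / Compound: 20 µM, 1% DMSO / Times: 6 h treatment, 37 °C / Detection: luciferase luminescence / Measure: % activation of reporter signal versus tunicamycin and DMSO controls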
CXCR6 block: CXCR6 (human) receptor inhibition. O00574. CHO-K1 PathHunter CXCR6 beta-arrestin, luminescence. inhibition, % at 20 µM. 360,000 tested, 0.36% active. AID 602244; in the data active = inhibition above about 34%, passing the limit was not always enough;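 note: antagonist mode with CXCL16 agonist at 10 nM final; 0% = 10 nM CXCL16 with DMSO and 100% = unstimulated wells without agonist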
* marks the source's active call; other numbers are inactive results; . = not tested or not shown. A portion of the library. The share of hits here may be higher or lower than overall.

SMILES	tim23-1 inh	Mdm2 MdmX PPI	tim10-1 inh	TIM10 inh	APJ antag	APJ ag	UPR CHOP act	XBP1 UPR activ	CXCR6 block
COc1cc(CNn2c(C)n[nH]c2=S)cc(Cl)c1OCc1ccc(F)cc1	37	16	39	17	12	-3	-1.4	2	2
O=C(Nc1cccc(Cl)c1N1CCOCC1)c1cccnc1	15	1	18	-9	0	-2	-0.6	1	-6
CC(CCc1ccccc1)NC(=O)c1ccc(F)cc1 (stereo unspecified)	5	-4	2	-9	-5	-2	2.4	2	-6
CN1CCc2c(sc3nc(SCC(=O)N4CCCCC4)n(-c4ccccc4)c(=O)c23)C1	6	14	-3	1	0	-3	-0.7	2	-1
COc1ccc(-c2ccc(OC)c([C@H]3[C@H]4C=CC[C@@H](C)[C@@H]4C(=O)N3Cc3ccccc3)c2)cc1C	9	12	12	10	30	-1	0.7	0	16
CCCCCCNC(=O)CC(NS(=O)(=O)c1ccc(OC)cc1)C(C)C (stereo unspecified)	8	31	10	0	-3	1	1.1	0	0
O=C(Nc1nnc(Cc2ccccc2)s1)c1cccnc1	30	-22	7	5	-32	-3	-1.9	-1	1
O=C(N/N=C/c1ccc(N2CCOCC2)o1)c1cccc([N+](=O)[O-])c1	20	7	16	-13	-16	5	-0.5	0	7
Cc1ccc(NC(=O)CN2C(=O)S/C(=C/c3ccc(O)c([N+](=O)[O-])c3)C2=O)cc1C	29	-17	-23	-73	33	-6	-0.8	-3	20
COCc1nnc(NC(=O)C2CC(=O)N(C3CCCCC3)C2)s1 (stereo unspecified)	-5	6	5	-2	-4	-2	-1.1	-1	5
Cc1cccc2c1NC(=O)C21N2CCCC2C(C(=O)c2ccc3ccccc3c2)C12C(=O)Nc1ccccc12 (stereo unspecified)	51*	-3	46*	43*	-9	-2	0.3	-1	.
O=C(Nc1ccc(F)cc1F)Nc1csc2ccccc12	14	14	22	11	-4	3	5.7	0	-12
CCOC(=O)CSc1nc2ccccc2c(=O)n1-c1ccc(C(=O)NCCOC)cc1	10	2	7	12	-9	-4	-3.3	1	-13
CCOC(=O)C/C(C)=N\Nc1ccc([N+](=O)[O-])cc1[N+](=O)[O-]	16	-19	45*	6	-41	4	-0.4	1	-10
CCN=C1SC(CC(=O)Nc2ccc(C)cc2)C(=O)N1CC (stereo unspecified)	3	20	22	7	14	-6	0.9	3	-3
CC(=O)c1ccc(N2CCN(C(=O)COc3ccccc3F)CC2)c(F)c1	1	-18	28	-11	-19	1	0.1	-1	-18
CCN(CC)C(=O)c1[nH]cnc1C(=O)N[C@@H](C)C(=O)OCc1ccccc1	6	12	5	3	10	5	-1.7	2	0
Cc1ccc(/C=N/Nc2nnc(Cc3ccccc3)c(=O)[nH]2)o1	-5	-18	13	3	9	-3	-0.7	-1	11
COc1ccc(CN2CCN(C(=O)c3cccc4ccccc34)CC2)c(OC)c1OC	16	-6	6	4	-16	-4	-0.6	-2	3
COCCNC(=O)C(c1ccc(F)cc1)N(Cc1ccccc1)C(=O)CCC(=O)Nc1nccs1 (stereo unspecified)	-1	1	-8	4	6	0	1.1	-3	-3
CC(C)N(C(C)C)S(=O)(=O)c1ccc(NC(=O)c2cnccn2)cc1	30	-30	18	-7	2	3	0.3	0	0
COc1cccc(NC(=O)CN(C)C(=O)c2ccc3c(c2)S(=O)(=O)N=C2CCCCCN23)c1	-2	11	7	-6	-3	0	-1.9	0	1
NC(=O)c1c(NC(=O)c2ccc(F)cc2Cl)sc2c1CCC2	5	-42	13	12	14	-3	3.9	5	8
Cc1cc(C)cc(NC(=O)Nc2ccccc2N2CCCCC2)c1	14	-1	17	21	4	-1	-0.9	2	-3
Cc1nn2c(COc3ccc(NC(=O)c4ccccc4Cl)cc3)nnc2c2ccccc12	12	40	21	15	9	-3	1.1	8	4
CCOC(=O)C1CCN(C(=O)COC(=O)c2oc3ccc(OC)cc3c2C)CC1	13	-18	-6	12	-5	-5	1.1	-1	-6
COc1ccc(NC(=O)c2c(C)noc2C(C)C)cc1S(=O)(=O)N1CCCCC1	-3	5	0	1	10	3	-2.4	2	3
O=C(NCCCc1ccccc1)c1cccs1	14	-40	18	-15	9	-3	3.2	1	2
CCc1ccc(/C=C2/SC(=S)N(CC(=O)Nc3nc4ccccc4s3)C2=O)cc1	26	-40	16	2	9	-2	1.8	5	-6
C=CCNc1oc(Cc2cccc3ccccc23)nc1C#N	43	35	35	1	3	-3	-0.3	-2	2

Structures listed so far containing an aryl thioether with sulfur outside any ring (2):
SMILES	tim23-1 inh	Mdm2 MdmX PPI	tim10-1 inh	TIM10 inh	APJ antag	APJ ag	UPR CHOP act	XBP1 UPR activ	CXCR6 block
CN1CCc2c(sc3nc(SCC(=O)N4CCCCC4)n(-c4ccccc4)c(=O)c23)C1	6	14	-3	1	0	-3	-0.7	2	-1
CCOC(=O)CSc1nc2ccccc2c(=O)n1-c1ccc(C(=O)NCCOC)cc1	10	2	7	12	-9	-4	-3.3	1	-13

Additional entries follow:
SMILES	tim23-1 inh	Mdm2 MdmX PPI	tim10-1 inh	TIM10 inh	APJ antag	APJ ag	UPR CHOP act	XBP1 UPR activ	CXCR6 block
Cc1ccc2c(c1)C(=O)OC1(O)C3C4C=CC(C4)C3C(=O)N21 (stereo unspecified)	9	9	2	-6	8	-4	-1.8	-1	-5
O=c1c2ccccc2ncn1-c1ccccc1F	2	17	-6	1	13	-1	-1.7	0	0
Cc1c(Cl)cccc1NC(=S)N(Cc1cccs1)C1CCCC1	41	6	36	30	-11	4	-1.3	-5	7
O=C(N/N=C/c1ccco1)C(O)c1ccccc1 (stereo unspecified)	10	2	13	24	15	-2	-0.6	-1	-1
Cc1ccc(OCC(=O)N/N=C/c2cn(C)c3ccccc23)cc1	13	-1	11	2	14	-2	2.2	-2	-2
COc1ccccc1OC(C)C(=O)NNC(=S)NC1CCCC1 (stereo unspecified)	9	-10	10	10	13	-3	-1.1	-4	7
COc1cnc(-c2ccccn2)nc1Sc1ccccc1	48	42	41*	13	27	-1	2.1	14	9
CCC1(C)Cc2c(sc3nc4n(c(=O)c23)CCCS4)CO1 (stereo unspecified)	-2	-20	10	5	19	0	-2.0	0	1
O=C(NCCN1CCN(C(=O)c2c(F)cccc2F)CC1)C(=O)Nc1ccc(Cl)cc1	22	17	13	10	-8	4	2.7	-3	8
CCOC(=O)c1ccsc1NC(=O)CCS(=O)(=O)c1ccccc1	62*	37	54*	43*	-18	5	1.9	-5	-6
CCn1c(C)cc2c(c1=O)C(c1ccncc1)C(C#N)=C(N)O2 (stereo unspecified)	1	6	-24	2	14	1	-2.3	1	2
Cc1ccc(C)c(NC(=O)C2C3CCCC2C3c2ccccc2)c1 (stereo unspecified)	-1	-7	12	-6	8	-5	4.3	-2	-3
CN(C)S(=O)(=O)c1ccc(N/C=C(\[N+](=O)[O-])S(=O)(=O)c2ccccc2)cc1	11	7	14	-2	-1	-5	2.3	-5	-2
CC(=O)c1ccc(OCCCN2CCCCC2)cc1	2	4	12	6	10	-2	-1.5	-1	5
Cc1ccc(C(=O)N/N=C\c2ccc(Br)o2)o1	-4	-10	-30	-11	-10	-1	-0.9	-2	0
Cc1cccc(NC(=O)Cn2nnc3sc4c(c3c2=O)CC(C)(C)OC4)c1	27	10	19	23	2	1	-0.5	2	-8
CC12CC3(C)CC(C)(C1)CC(C(=O)NC1=NCCS1)(C2)C3	52*	-9	40	33	1	-4	-1.9	1	7
N#Cc1ccccc1NC(=O)COC(=O)CCc1ccc(S(=O)(=O)N2CCCCC2)cc1	18	7	8	-8	1	-3	1.6	-5	4
CCOC(=O)N1CCN(c2c(NCCCN(CC)Cc3ccccc3)c(=O)c2=O)CC1	-6	17	12	-17	3	-3	-0.9	-1	0
CCCCC(=O)Nc1c(-c2ccc(OC)c(OC)c2)c(=O)c2ccccc2n1C	11	-25	16	-17	5	-2	-1.2	-1	-2

A section of the results above, for reference:
SMILES	tim23-1 inh	Mdm2 MdmX PPI	tim10-1 inh	TIM10 inh	APJ antag	APJ ag	UPR CHOP act	XBP1 UPR activ	CXCR6 block
CC(=O)c1ccc(OCCCN2CCCCC2)cc1	2	4	12	6	10	-2	-1.5	-1	5
Cc1ccc(C(=O)N/N=C\c2ccc(Br)o2)o1	-4	-10	-30	-11	-10	-1	-0.9	-2	0
Cc1cccc(NC(=O)Cn2nnc3sc4c(c3c2=O)CC(C)(C)OC4)c1	27	10	19	23	2	1	-0.5	2	-8

The listing continues.
SMILES	tim23-1 inh	Mdm2 MdmX PPI	tim10-1 inh	TIM10 inh	APJ antag	APJ ag	UPR CHOP act	XBP1 UPR activ	CXCR6 block
O=C(NCCCCc1ccccc1)c1ccccc1F	9	6	-7	-24	-14	-4	3.2	2	6
COc1ccccc1CN1CC(C(=O)NCc2ncccc2C)CCC1=O (stereo unspecified)	2	8	-20	-3	28	-4	0.4	-1	-4
CCC(C)[C@H](NS(=O)(=O)c1ccc(C)cc1)C(=O)N1CCC(C(=O)N[C@H](C(=O)O)c2ccccc2)CC1 (stereo partly specified)	3	10	-17	1	-26	-1	0.2	1	5
COc1cccc(CNC(=O)Cn2ccc3cc(S(=O)(=O)N4CCCCCC4)ccc32)c1OC	18	21	31	19	3	5	-2.0	-3	-5
CC(C)NC(=S)N1CCN(Cc2ccc3c(c2)OCO3)CC1	7	11	-4	-6	-12	0	-0.5	-2	0
Cc1cc(-c2ccc(C)c(S(=O)(=O)Nc3cc(C)on3)c2)on1	15	11	18	10	-2	5	2.7	-4	-9
Cc1cccc(C)c1NC(=O)CCS(=O)(=O)c1cccc2nonc12	3	17	4	-16	11	-1	-1.1	-5	10
O=C(c1ccccc1)c1cnc[nH]1	0	19	-10	-20	2	0	0.0	-2	4
Cc1cc(=O)oc(C)c1C(=O)N1CCN(C)CC1	7	3	1	-2	13	0	-0.8	4	6
Cc1ccc2cc(CCNC(=O)C(C)(C)C)c(=O)[nH]c2c1	-1	8	7	0	12	-3	0.8	3	3
O=C(CN1C(=O)C2CC=CCC2C1=O)N1CCN(S(=O)(=O)c2ccccc2)CC1 (stereo unspecified)	6	5	5	3	11	-1	2.1	0	4
O=C(c1cc(Br)c[nH]1)N1CCCCC1	27	6	20	-12	10	-4	-0.9	8	3
O=C(Nc1ccc(F)cc1)Oc1ccc[nH]c1=O	-12	14	-6	-14	3	-4	1.3	-2	2
O=C(c1ccc(F)cc1)c1c[nH]c(C(=O)NCc2cccnc2)c1	-5	26	2	-8	14	-4	-0.5	-4	7
CCOC(=O)N1CCC2(CC1)C(C(=O)C13CC4CC(CC(C4)C1)C3)C2(C#N)C#N (stereo unspecified)	43	18	54*	63*	-16	-4	-3.4	3	-9
O=C(COc1ccc(Cl)cc1)NCCSCc1ccccc1Cl	28	8	21	25	-11	-2	-0.2	-1	5
COc1cc(NC(=O)COC(=O)CCc2nc3ccccc3c(=O)[nH]2)cc(OC)c1	6	-9	-5	-2	11	-4	0.0	-2	8
Cn1c(=O)c2c(nc(N/N=C3\CCCc4ccccc43)n2Cc2ccc(F)cc2)n(C)c1=O	-17	32	10	5	-5	0	7.2	-3	13
Cc1cc(CC(C)C)n(-c2nc3ccccc3c(=O)n2OCC(N)=O)n1	25	30	14	12	10	-2	4.5	0	4
